# PKM2 act: increases activity of human pyruvate kinase M2 | P14618 | purified PKM2, Kinase-Glo ATP luminescence, activation; response scale: 0% is enzyme alone, no compound | Potency, µM (highest dose often 57.5 µM), without a hit: at the highest dose activation, actives largely listed as activators | 0.34% of 260,000 active; further: potency means the concentration at half of the fitted maximal effect; on the % scale 0 is the no-effect control and ±100 the full control effect; nearly all actives have a fitted effect of over 55% in size
# Target sequence (P14618 whole entry, looked up): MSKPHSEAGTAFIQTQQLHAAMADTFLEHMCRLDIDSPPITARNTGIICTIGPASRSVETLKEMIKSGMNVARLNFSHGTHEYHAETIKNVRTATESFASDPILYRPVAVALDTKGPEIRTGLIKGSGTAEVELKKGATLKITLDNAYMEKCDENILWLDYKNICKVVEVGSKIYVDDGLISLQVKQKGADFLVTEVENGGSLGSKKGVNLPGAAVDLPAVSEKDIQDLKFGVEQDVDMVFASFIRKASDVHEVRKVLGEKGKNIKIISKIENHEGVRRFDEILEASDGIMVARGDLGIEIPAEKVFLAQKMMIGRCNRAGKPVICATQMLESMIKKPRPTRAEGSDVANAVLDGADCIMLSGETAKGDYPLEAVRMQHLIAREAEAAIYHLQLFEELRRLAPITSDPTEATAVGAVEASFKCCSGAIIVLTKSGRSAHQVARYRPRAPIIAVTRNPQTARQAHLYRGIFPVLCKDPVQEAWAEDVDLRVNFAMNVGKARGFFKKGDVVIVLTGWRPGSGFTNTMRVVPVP
#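 ATP formation by purified human PK-M2, quantified via coupled luciferase luminescence after 1 h at room temperature with 0.1 mM ADP and 0.5 mM PEP final.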
# FLuc counter: inhibits or activates purified firefly luciferase, miR-21 counter-screen; P08659; purified FLuc, Km substrates, luminescence inhibition; Potency, µM (series often up to 57.5 µM), for the others: at the top dose activity change, negative = inhibition, hits mostly inhibitors; 6.9% of 360,000 active;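 further: potency means the concentration at half of the fitted maximal effect; plate controls were vehicle for no effect and reference inhibitor for full effect; nearly all actives have a fitted effect of over 55% in size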
# Target sequence (P08659 whole entry, looked up): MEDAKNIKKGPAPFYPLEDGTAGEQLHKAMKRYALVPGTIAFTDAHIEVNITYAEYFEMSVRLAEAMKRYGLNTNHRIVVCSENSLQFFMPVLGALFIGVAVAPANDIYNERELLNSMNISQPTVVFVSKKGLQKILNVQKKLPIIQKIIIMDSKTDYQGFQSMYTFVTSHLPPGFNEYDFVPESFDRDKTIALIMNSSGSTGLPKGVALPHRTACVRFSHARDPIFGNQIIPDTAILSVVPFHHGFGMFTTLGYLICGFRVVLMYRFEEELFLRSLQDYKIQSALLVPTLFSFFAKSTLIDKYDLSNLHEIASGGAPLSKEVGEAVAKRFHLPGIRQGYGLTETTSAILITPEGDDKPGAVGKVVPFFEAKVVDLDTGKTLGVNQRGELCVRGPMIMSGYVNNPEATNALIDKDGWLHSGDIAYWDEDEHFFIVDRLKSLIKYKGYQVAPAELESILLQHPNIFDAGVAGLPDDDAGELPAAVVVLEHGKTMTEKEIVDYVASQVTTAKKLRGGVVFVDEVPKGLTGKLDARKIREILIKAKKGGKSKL
#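 Purified P. pyralis luciferase (10nM final) with 10uM D-luciferin and 10uM ATP (Km levels) in 50mM Tris acetate pH 7.5, 10mM Mg acetate, 0.01% Tween-20, 0.05% BSA; qHTS 6-point titration, ~60 µM downward; luminescence read.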
# Menin-MLL TR inh: inhibitors of human menin-MLL interaction, mutant MLL peptide; O00255; Menin + Texas Red MLL mutant peptide, fluorescence polarization; Potency, µM (doses to about 61.6 µM), for the others: top-dose FP activity change, negative = inhibition, most hits filed as inhibitors; 0.23% of 270,000 active; AID 1768; active means well fitted inhibition curve with a large enough effect in the polarisation, with a control signal flat, not every such curve was filed as active; inconclusive means small, poorly fitted or top-dose-only effect, or effect the other way, or a change in a side signal; inactive means no such curve, though single readings can be large or run the other way; the % refers to the polarisation; further: potency means the concentration at half of the fitted maximal effect; % of control where 0% means no effect; many of its hits are not listed in these tables
# Rab9 promoter act: Rab9 promoter activation; 2.8% of 320,000 active; Potency, µM (series often up to 9.22 µM), without a hit: at the highest dose activation, negative = inhibition, usual class: activators; Huh7 Rab9 promoter-luciferase reporter, luminescence, 24 h; further: potency means the concentration at half of the fitted maximal effect; % of control where 0% means no effect; nearly all actives have a fitted effect of over 60% in size
#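 Luminescence read-out: Huh7 cells stably expressing Rab9-luciferase, treated 24 h with compound at 37 °C, then lysed with luciferase reagent for 10 min at ambient before reading.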
# VP16 counter: inhibits Gal4-VP16 luciferase reporter, ROR gamma counter-screen; Potency, µM (titrated, usually from 53.6 µM), without a hit: at the highest dose activity, negative = inhibition, most hits filed as inhibitors; Drosophila S2 Gal4-VP16 UAS-luciferase, luminescence, 20 h; 3.5% of 310,000 active;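 further: Gal4-VP16 expression switched on by copper sulfate through the metallothionein promoter; potency means the concentration at half of the fitted maximal effect; on the % scale 0 is the no-effect control and ±100 the full control effect; nearly all actives have a fitted effect of over 50% in size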
# Giardia kill: Giardia lamblia killing | activity change, % at 7.66 µM, hits read low | AID 540267 | Giardia lamblia trophozoite viability | 0.15% of 340,000 active; in the data active means activity change below about -80%; inconclusive means between about -30% and that limit;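 further: parasites exposed to compound for two days anaerobically before the ATP read; on the % scale 0 is the no-effect control and ±100 the full control effect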
#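 Luminescent ATP signal served as the viability read-out, measured 15-30 min after adding ATP detection reagent to trophozoites that had been incubated with compounds for 48 hrs at 37 deg C anaerobically at 100 cells/well.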
# p53 reactivation: mutant p53 re-activation in reporter cells; AID 504706; Potency, µM (titrated, usually from 92.2 µM), inactives show top-dose activity change, positive = activation, hits mostly activators; H1299 p53-A138V BP100-luciferase reporter, luminescence, 24 h; 0.063% of 320,000 active; further: potency means the concentration at half of the fitted maximal effect; % of control where 0% means no effect; nearly all actives have a fitted effect of over 45% in size
#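 H1299 (p53-null), stable ts p53-A138V + BP100-Luc; 1000 cells/well, Opti-MEM/10% FBS; cpd 4 pt, 1:5; 24 h, 37 deg C, 5% CO2; detection reagent 10 min RT; luminescence.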
# BRCA1 expr act: BRCA1 expression activation | MCF7-BRCA1-FFLuc reporter, luminescence, 48 h; response scale: scaled: vehicle 0%, 10 µM genistein 100% | Potency, µM (series often up to 46.1 µM), without a hit: at the highest dose activation, usual class: activators | 1.1% of 380,000 active; further: potency means the concentration at half of the fitted maximal effect; nearly all actives have a fitted effect of over 80% in size; some results filed as inactive show a strong effect at the top dose
#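 First, MCF7-BRCA1-FFLuc cells (2000/well) attach for 2 h; next, compounds are pin-added and incubated 48 h at 37 °C; finally, luciferase reagent is added and luminescence read after 15 min.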
# ELG1 genotoxic: genotoxicity induction in ELG1-luciferase HEK293T cells | Potency, µM (titrated, usually from 46 µM), for inactives: top-dose activity change, positive = activation, hits mostly activators | 1.3% of 330,000 active | HEK293T ELG1-luciferase reporter, luminescence, 16 h; further: potency means the concentration at half of the fitted maximal effect; % of control where 0% means no effect; nearly all actives have a fitted effect of over 60% in size
#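 HEK293T cells expressing luciferase-tagged ELG1 were exposed to compound or DMSO vehicle for 16 hr at 37 °C and 5% CO2. Luciferase activity was then measured with ONE-Glo after 30 min at room temperature.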
# RORg inh: inhibitors of mouse ROR gamma transcriptional activity; Potency, µM (series often up to 53.6 µM), for inactives: at the highest dose activity change, negative = inhibition, most hits filed as inhibitors; AID 2551; 5.4% of 310,000 active; Drosophila S2 Gal4-RORgamma UAS-luciferase reporter, 20 h; P51450; further: potency means the concentration at half of the fitted maximal effect; on the % scale 0 is the no-effect control and ±100 the full control effect; nearly all actives have a fitted effect of over 60% in size
#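 Drosophila Schneider cells stably carrying a metallothionein-driven Gal4 DBD–ROR gamma fusion and a UAS-Photinus luciferase reporter were exposed to compound for 1 hr, then induced with copper sulfate (700 uM final) for 20 hr at ambient temperature before luminescence reading.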
# NPC1 promoter act: activates the NPC1 promoter. Huh7 NPC1 promoter luciferase reporter, 24 h. Potency, µM (top dose mostly 9.22 µM), without a hit: at the top dose activation, usual class: activators. 2.4% of 320,000 active. AID 485313;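 further: potency means the concentration at half of the fitted maximal effect; % of control where 0% means no effect; nearly all actives have a fitted effect of over 60% in size; reporter is driven by a mutant NPC1 promoter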
#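 Stable NPC1-promoter luciferase Huh7 line; cpd (DMSO) 24 h, 37 °C, 5% CO2; Amplite luciferase reagent 10 min RT; luminescence readout. qHTS format.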
# * hit, by the source's call; u = inconclusive; x = no result given; [ ] = dose if it differs, or a comment. Unless noted, the call rests on the fitted dose curve; in most records, active means well fitted curve in the direction sought with a large enough effect; inconclusive means small, poorly fitted or top-dose-only effect, or another doubt; inactive means no such curve, though single readings can be large; an effect the other way counts as inactive or inconclusive. This is a subset. The share of hits here may be higher or lower than overall.
SMILES,PKM2 act,FLuc counter,Menin-MLL TR inh,Rab9 promoter act,VP16 counter,Giardia kill,p53 reactivation,BRCA1 expr act,ELG1 genotoxic,RORg inh,NPC1 promoter act
Cc1ccc(NC(=O)c2cccnc2)cc1S(=O)(=O)N1CCOCC1,x,-2%,x,-3%,x,-2,6%,-18%,3%,x,-2%
CN(c1ccccc1)S(=O)(=O)c1ccc(C(=O)NCc2ccccc2CN2CCCC2)cc1,x,0%,x,-11%,x,-15,1%,-44%,-4%,x,-2%
COc1cccc(-c2ccc(NC(=O)C3CCCN(Cc4cnc(C)s4)C3)cc2)c1 (configuration not stated),-3%,-11%,9%,4%,5%,23,-3%,27%,-7%,u,0%
CCN1CCN(c2ncnc3c2sc(=S)n3-c2ccccc2)CC1,5%,6%,1%,-2%,-6%,-28,-1%,9%,-2%,3%,0%
COc1ccc2oc(C(=O)NC(C)(C)C)c(C)c2c1,0%,15µM*,-14%,4µM*,0%,-18,4%,7.1µM*,u,u,u
Cn1nnnc1SCC(=O)NC(=O)Cc1ccccc1,1%,0%,12%,4%,-2%,3,-23%,0%,-4%,-13%,1%
CCOC(=O)CSc1nnc(-c2ccoc2C)n1-c1ccc(C)cc1,1%,6%,u,-1%,2%,13,4%,2%,6%,-10%,-1%
COC(=O)C(NC(=O)c1ccc(Cl)cc1)(Nc1nc(C)cs1)C(F)(F)F (configuration not stated),4%,0%,7%,0%,4%,-2,-1%,-8%,-3%,-3%,0%
O=C1CN(O)C=C2N=c3ccccc3=C2N1c1ccc([N+](=O)[O-])cc1,-1%,-2%,18%,-2%,-2%,-9,-3%,-11%,-3%,-16%,5%
CCOc1ccc(CCNC(=O)C2CCN(c3nnc(-n4cccc4)s3)CC2)cc1OCC,-1%,4%,11%,3%,-1%,0,9%,-26%,-6%,33%,2%
CCCNC(=O)c1cnc(-c2ccccc2)nc1-c1ccccc1,x,0%,9%,-3%[1.84 µM],14%,0,-2%,-52%,2%,-7%,-12%
COc1ccc(-c2cc(C(=O)N3CCCC3)c3ccccc3n2)cc1,x,4.3µM*,-18%,u,-6%,-7,7%,58%,5%[9.26 µM],-12%,29%
CN(CC(=O)NCC(c1ccco1)N1CCCCC1)S(=O)(=O)c1ccc(Cl)cc1 (configuration not stated),x,0%,x,0%,x,10,9%,-26%,-2%,x,-3%
N#CCCN1C(=O)C2(OCCO2)c2ccccc21,x,-1%,16%,-5%,7%,-8,-1%,15%,-3%,7%,1%
CCOC(=O)[C@@H]1[C@H]2COc3cc(OC)ccc3[C@@H]2N2C(=O)N(c3cccc(F)c3)C(=O)[C@@]12C,0%,-1%,-4%,5%,0%,-6,6%,24%,0%,10µM*,-4%
O=C(c1cc(S(=O)(=O)N2CCOCC2)ccc1Cl)N1CCC(Cc2ccccc2)CC1,x,0%,x,-4%,x,-1,-1%,-49%,19%,x,-4%
O=C(NC1CCCCCCC1)C1CCCN(S(=O)(=O)c2cnc[nH]2)C1 (configuration not stated),3%,-1%,4%,3%,7%,-10,2%,2%,1%,17%,-1%
CC1CCN(CC(=O)Nc2nccs2)CC1,0%,-1%,-1%,-1%,-5%,1,-28%,2%,10%,-12%,1%
COc1ccc(S(=O)(=O)N2CCN(C(=O)CCc3c[nH]c4ccccc34)CC2)cc1,x,3%,x,1%,x,-4,0%,8%,-3%,x,0%
Cc1cc(C)nc(SCC(=O)N/N=C/c2cc(C)n(-c3ccccc3C)c2C)n1,1%,17µM*,-5%,-1%,-13%,-7,-1%,-6%,-1%,-17%,0%
Cc1[nH]c2ccccc2c1C(c1ccncc1)N1CCCCC1 (configuration not stated),0%,-6%,4%,-2%,-5%,-11,15%,-5%,-3%,-16%,-3%
CC(C)C(=O)N1CCN(c2ccccc2NC(=O)c2ccco2)CC1,x,0%,u,8%,9%,-14,1%,-10%,-4%,-16%,-3%
Fc1cccc(Cl)c1-c1nnc2ccc3ccccc3n12,-3%,19µM*,-16%,-8%,-20%,20,-2%,1%,5%,-28%,-8%
Cc1ccc(-c2cc(C(F)(F)F)n3ncc(C(=O)NCc4ccco4)c3n2)cc1,-3%,5%,9%,-7%,-9%,-2,-15%,-28%,2%,-33%,-5%
CC(C)CC1NC(=O)N(CC(=O)N2c3ccccc3NC(=O)C2(C)C)C1=O (configuration not stated),-8%,0%,-15%,5%,5%,-8,0%,4%,0%,-13%,-3%
# Next compounds.
SMILES,PKM2 act,FLuc counter,Menin-MLL TR inh,Rab9 promoter act,VP16 counter,Giardia kill,p53 reactivation,BRCA1 expr act,ELG1 genotoxic,RORg inh,NPC1 promoter act
O=C(O)CC(CC(=O)NCC(O)c1ccccc1)c1ccccc1 (configuration not stated),x,-2%,3%,-3%,1%,10,12%,11%,-1%,-1%,0%
CC(C)(C)NC(=O)NC(=O)CSc1nnc(-c2ccccc2F)n1N,0%,9%,0%,-1%,0%,4,-4%,-13%,3%,0%,-2%
Cc1cc(C(=O)COC(=O)c2ccccc2Br)c(C)n1CC1CCCO1 (configuration not stated),-19%,0.11µM*,x,-34%[inhibitor],8.9µM*,u,-8%,0%,u,14µM*,-30%
Cc1ccc2nc(Cn3cc(C(F)(F)F)cc(Cl)c3=O)cc(=O)n2c1,0%,-3%,1%,-2%,-1%,13,2%,1%,4%,11%,-3%
COc1ccc(NS(=O)(=O)c2ccc3oc(Nc4ccc5c(c4)OCCO5)nc3c2)cc1,3%,19µM*,u,13%,26%,4,1%,-55%,3%,u,1%
O=C(N/N=C/c1cccc(O)c1)NC1CCCCC1,-1%,u,1%,2%,-18%,8,0%,29%,16%,u,1%
COc1ccc2[nH]c3c(=O)n(Cc4ccc(C(=O)NCC5CCCO5)cc4)c(=S)[nH]c3c2c1 (configuration not stated),-10%,-14%,2%,3%,-16%,3,-1%,19%,-1%,-1%,0%
Cc1cccc(N/N=C/c2ccccc2O)c1,-11%,6µM*,u,4µM*,7%,5,u,15%,u,-18%,u
CC12CC(c3ccccc3O1)N(C(=O)c1ccco1)C(=S)N2c1ccccc1 (configuration not stated),0%,1%,-18%,0%,u,2,0%,-5%,-14%,u,-1%
O=C(Cn1cnc2ccccc2c1=O)NCCCN1CCCC1=O,x,3%,x,0%,x,-6,10%,1%,-4%,x,2%
CC(=O)c1c(C)[nH]c(C(=O)OCC(=O)N(C)c2c(N)n(Cc3ccccc3)c(=O)[nH]c2=O)c1C,x,-2%,x,-2%,x,26,-2%,1%,0%,x,0%
Cc1cc(C)nc(SCCC(=O)Nc2ccccc2Cl)n1,3%,0%,-8%,-11%,10%,1,1%,12%,2%,-29%,-3%
Cc1c(NC(=S)Nc2cccc(Cl)c2)c(=O)n(-c2ccccc2)n1C,-20%,-2%,-12%,-6%,2%,-26,-2%,5%,-1%,-15%,0%

# Entries of single compounds, quoted from the list.
# `CC(=O)c1c(C)[nH]c(C(=O)OCC(=O)N(C)c2c(N)n(Cc3ccccc3)c(=O)[nH]c2=O)c1C` across the screens: PKM2 act: x; FLuc counter: -2%; Menin-MLL TR inh: x; Rab9 promoter act: -2%; VP16 counter: x; Giardia kill: 26; p53 reactivation: -2%; BRCA1 expr act: 1%; ELG1 genotoxic: 0%; RORg inh: x; NPC1 promoter act: 0%
# `COc1ccc2[nH]c3c(=O)n(Cc4ccc(C(=O)NCC5CCCO5)cc4)c(=S)[nH]c3c2c1` (configuration not stated) across the screens: PKM2 act: -10%; FLuc counter: -14%; Menin-MLL TR inh: 2%; Rab9 promoter act: 3%; VP16 counter: -16%; Giardia kill: 3; p53 reactivation: -1%; BRCA1 expr act: 19%; ELG1 genotoxic: -1%; RORg inh: -1%; NPC1 promoter act: 0%

# Just Menin-MLL TR inh, Rab9 promoter act and NPC1 promoter act, for some of the entries so far:
Structure | Menin-MLL TR inh | Rab9 promoter act | NPC1 promoter act
O=C(c1cc(S(=O)(=O)N2CCOCC2)ccc1Cl)N1CCC(Cc2ccccc2)CC1 | x | -4% | -4%
N#CCCN1C(=O)C2(OCCO2)c2ccccc21 | 16% | -5% | 1%
O=C(NC1CCCCCCC1)C1CCCN(S(=O)(=O)c2cnc[nH]2)C1 (configuration not stated) | 4% | 3% | -1%
CC(=O)c1c(C)[nH]c(C(=O)OCC(=O)N(C)c2c(N)n(Cc3ccccc3)c(=O)[nH]c2=O)c1C | x | -2% | 0%
Fc1cccc(Cl)c1-c1nnc2ccc3ccccc3n12 | -16% | -8% | -8%
Cc1ccc(-c2cc(C(F)(F)F)n3ncc(C(=O)NCc4ccco4)c3n2)cc1 | 9% | -7% | -5%
COC(=O)C(NC(=O)c1ccc(Cl)cc1)(Nc1nc(C)cs1)C(F)(F)F (configuration not stated) | 7% | 0% | 0%

# Screens (PubChem)
